PfHsp90 yeast 2: inhibits growth of yeast expressing Plasmodium falciparum Hsp90; S. cerevisiae expressing PfHsp90, BacTiter-Glo ATP, 48 h; yeast lacking PDR1 and PDR3 efflux regulators; inhibition, % at 9.4 µM; hit rate 0.32% among 310,000;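 active means every replicate shows inhibition above about 80%, whatever the replicate mean, limit read from the data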;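 further: 0% = DMSO neutral controls and 100% = 20 µM radicicol positive controls; yeast relying on Plasmodium falciparum Hsp90 in place of its own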
SR-BI uptake up: activators of SR-BI mediated HDL lipid uptake; CHO ldlA[mSR-BI] cells, DiI-HDL uptake fluorescence, 3 h; 100 = double the neutral-control signal; activation, % at 12.5 µM; hit rate 0.096% among 320,000;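 active means mean replicate activation of at least 60% and every replicate at or above 60%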;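 further: 0% = median plate neutral-control signal and 100% = twice that signal; values of inactives mirror those of a sister screen read the other way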
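Material: SR-BI-overexpressing, LDLR-lacking CHO cells; schedule: compound exposure 3 h, 37 °C; reagent: DiI-labelled HDL at 10 µg/mL final; technique: bottom-read fluorescence, 550/595 nm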
dFosB activator: mouse delta FosB homodimer activation. P13346. purified delta FosB, TAMRA-CDK5 oligo fluorescence polarization; percent of positive-control signal above neutral wells. activation, % at 25 µM. hit rate 0.99% among 340,000;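 active means mean activation above about 17%, with every replicate also reaching it, limit read from the data, passing the limit was not always enough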;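 further: fluorescence polarization rise as delta FosB binds a TAMRA Cdk5 AP-1 oligo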
Target sequence (P13346 whole entry, looked up): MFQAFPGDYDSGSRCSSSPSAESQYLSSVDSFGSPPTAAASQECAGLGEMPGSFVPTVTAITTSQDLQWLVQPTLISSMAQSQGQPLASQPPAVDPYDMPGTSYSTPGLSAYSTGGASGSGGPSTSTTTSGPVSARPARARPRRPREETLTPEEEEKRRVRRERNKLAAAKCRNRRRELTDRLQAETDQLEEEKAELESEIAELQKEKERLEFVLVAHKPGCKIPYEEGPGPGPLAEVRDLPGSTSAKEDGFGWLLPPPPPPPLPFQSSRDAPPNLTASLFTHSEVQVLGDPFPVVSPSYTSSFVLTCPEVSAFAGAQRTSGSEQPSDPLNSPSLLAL
PvdQ acylase: blocks Pseudomonas aeruginosa PvdQ acylase activity | inhibition, % at 10 µM | AID 488965 | purified PvdQ acylase, fluorescence plate reader | hit rate 0.063% among 340,000; in the data active means inhibition above about 30%, passing the limit was not always enough;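 further: 0% = vehicle neutral wells and 100% = reference inhibitor wells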
CAL PDZ FP-1: inhibitors of human CAL PDZ peptide binding | Q9HD26 | purified CAL PDZ, TMR-peptide fluorescence polarization, 1 h | inhibition, % at 20 µM | hit rate 0.02% among 330,000 | AID 504414;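 active means highest replicate inhibition of at least 40%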;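 further: plate controls were DMSO neutral control wells for no effect and unlabeled competitor peptide control wells for full effect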
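System: purified tagged CAL PDZ domain construct (CerCALP). Schedule: 1 h incubation at room temperature before polarization reading. Medium: 25 mM sodium phosphate pH 7.4, 150 mM NaCl, TCEP, IgG, Thesit. Read-out: percent inhibition from loss of millipolarization. Measured by: FP readout, S and P plane fluorescence. Probe or stimulus: fluorescent TMR peptide probe.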
NSD2 inh: inhibitors of human histone methyltransferase NSD2; NSD2 peptide methylation, AlphaScreen, 120 min; inhibition, % at 12.5 µM; hit rate 0.54% among 310,000; in the data active means inhibition above about 50%
MITF TRPM1 HTS: increases MITF-driven TRPM1 promoter luciferase signal. SK-MEL-5 TRPM1-promoter luciferase, 24 h; % of positive control, neutral wells = 0. activation, % at 12.5 µM. hit rate 0.75% among 300,000;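 active means mean activation of at least 80% with every replicate also reaching 80%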;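 further: 0% = neutral control wells and 100% = parthenolide positive control wells; values of inactives mirror those of a sister screen read the other way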
CAL PDZ FP-2: inhibitors of human CAL PDZ peptide binding | hit rate 0.92% among 300,000 | inhibition, % at 24.9 µM | AID 602252 | purified CAL PDZ, TMR-peptide fluorescence polarization, 1 h;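 active means mean inhibition of at least 30% with at least half of replicates also reaching 30%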;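 further: 0% = DMSO neutral control and 100% = excess unlabeled competitor peptide PRC23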
SR-BI HDL uptake: inhibitors of mouse SR-BI mediated HDL lipid uptake | Q61009 | ldlA[mSR-BI] CHO cells, DiI-HDL uptake fluorescence, 3 h | inhibition, % at 12.5 µM | hit rate 0.96% among 320,000;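 active means mean replicate inhibition of at least 70% and a set share of replicates each scoring 70 or more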;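 further: 0% = median of neutral control wells and 100% = median of positive control wells; values of inactives mirror those of a sister screen read the other way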
Rtt109 HAT inh: blocks Candida albicans Rtt109/Vps75 acetyltransferase activity; Q5AAJ8; AID 540336; hit rate 0.16% among 330,000; inhibition, % at 34.9 µM; purified Rtt109/Vps75, ThioGlo CoA-SH fluorescence, 4 h;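 active means inhibition of at least 50% in every replicate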
Target sequence (Q5AAJ8 whole entry, looked up): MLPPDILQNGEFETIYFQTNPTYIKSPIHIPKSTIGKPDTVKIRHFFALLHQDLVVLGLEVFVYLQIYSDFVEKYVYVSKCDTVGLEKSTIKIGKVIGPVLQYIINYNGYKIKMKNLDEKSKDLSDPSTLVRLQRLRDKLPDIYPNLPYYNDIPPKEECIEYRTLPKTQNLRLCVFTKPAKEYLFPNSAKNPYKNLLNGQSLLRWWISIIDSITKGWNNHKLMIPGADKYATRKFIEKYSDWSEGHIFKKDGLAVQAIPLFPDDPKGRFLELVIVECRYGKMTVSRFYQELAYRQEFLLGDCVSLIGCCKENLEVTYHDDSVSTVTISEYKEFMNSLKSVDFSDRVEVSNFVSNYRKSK
* = called active by the depositor; x = no result given.

SMILES | PfHsp90 yeast 2 | SR-BI uptake up | dFosB activator | PvdQ acylase | CAL PDZ FP-1 | NSD2 inh | MITF TRPM1 HTS | CAL PDZ FP-2 | SR-BI HDL uptake | Rtt109 HAT inh
O=S(=O)(c1ccc(OCc2nc3ccccc3s2)c(Cl)c1)N1CCOCC1 | -12.5 | 1.2 | -14.8 | -20.5 | x | -2.9 | 65.6 | -0.2 | -1.2 | -5.5
CCCC(=O)Nc1cc(C(=O)O)ccc1S(=O)(=O)c1ccc(Cl)cc1 | -2.7 | 21.9 | -0.7 | -17.5 | -1.3 | 1.4 | 10.4 | x | -21.9 | 13.6
Cc1cc(-c2ccc(C)c(S(=O)(=O)NCc3ccc(OC(C)C)cc3)c2)on1 | 6.5 | 0.2 | -2.3 | -9.0 | -2.6 | -5.2 | 8.8 | -8.5 | -0.2 | 10.0
COc1cccc(/C=C2/NC(=O)NC2=O)c1OCC(=O)Nc1ccccc1 | x | -10.1 | -1.0 | 3.2 | -0.5 | 0.1 | 7.8 | -2.1 | 10.1 | -11.3
CC(C)(C)c1cc(C(=O)NCc2cc(F)cc3c2OCOC3)n(Cc2ccccc2)n1 | 2.0 | -9.8 | -14.1 | -13.8 | -2.8 | -2.6 | x | -9.2 | 9.8 | 2.6
CN(C)CCOC1c2ccccc2-c2ccccc21 | -2.1 | 17.5 | -2.9 | -3.8 | -0.8 | 3.8 | -5.6 | -0.4 | -17.5 | 1.4
Cc1ccc(-n2nc3c(c2NC(=O)C(C)(C)C)CS(=O)(=O)C3)cc1 | -32.0 | 26.0 | -4.8 | -5.0 | 0.7 | 3.1 | -8.2 | x | -26.0 | 11.0
COc1ccc(NC(=O)c2ccccn2)cc1 | 26.3 | 3.2 | -0.8 | 2.0 | 1.3 | x | -3.0 | 4.0 | -3.2 | -1.8
O=C(NC1CC1)C1=C[C@@H](c2c[nH]c3ccccc23)C[C@@H](OCc2ccc(CO)cc2)O1 | -5.5 | 20.1 | 3.9 | 4.9 | 0.1 | x | -6.3 | -0.4 | -20.1 | 2.6
COc1ccc2sc(NC(=O)NC(=O)c3c(Cl)cccc3Cl)nc2c1 | 4.0 | -16.4 | 11.7 | 4.3 | -1.9 | 14.0 | x | -4.1 | 16.4 | 10.0
C[C@H](CO)N1C[C@H](C)[C@@H](CN(C)S(=O)(=O)c2ccccc2)Oc2c(NC(=O)Nc3ccc(C(F)(F)F)cc3)cccc2C1=O | 2.6 | -5.5 | 9.4 | -3.5 | -0.9 | x | -9.1 | -3.1 | 5.5 | -5.9
C/C(=N\NC(=O)Cn1cc([N+](=O)[O-])cn1)c1ccco1 | 17.4 | 8.5 | -3.2 | -14.5 | -0.8 | -0.8 | x | x | -8.5 | 6.4
Cc1ccc(OCC(=O)Nc2cnn(CCCC(=O)O)c2)c([N+](=O)[O-])c1 | 2.1 | 16.9 | 0.9 | 6.7 | 0.2 | -3.0 | -6.5 | 1.3 | -16.9 | -1.9
C#CCOC(=O)/C(=C/C=C/c1ccccc1)NC(=O)c1ccccc1 | 18.1 | 13.2 | 1.1 | -9.0 | -1.1 | -2.0 | 2.7 | -4.7 | -13.2 | -4.8
O=C(O)C1=C[C@H](c2ccc(F)cc2)C[C@H](OCc2ccc(CO)cc2)O1 | 19.2 | 16.9 | 2.6 | 8.7 | -0.1 | x | -0.6 | -1.4 | -16.9 | -2.9
CCOn1c(SCC)nc2ccccc2c1=O | -8.6 | 18.4 | -6.4 | -1.1 | -0.4 | -1.9 | x | 0.2 | -18.4 | -10.6
COc1ccc(NC2c3ncccc3C(=O)N2Cc2ccccc2)c(OC)c1 (stereo unspecified) | -3.8 | -8.4 | -10.0 | 8.5 | -1.6 | -14.8 | -6.8 | x | 8.4 | 10.5
CN(CCO)c1ncnc2c1sc1nc(N3CCOCC3)c3c(c12)CCC3 | -3.8 | -39.0 | 0.9 | 4.2 | -0.3 | -0.9 | x | -3.2 | 39.0 | 2.1
CCC1CCCCN1CCCNC(=O)C1CCC(Cn2c(=O)[nH]c3ccccc3c2=O)CC1 (stereo unspecified) | -22.7 | -15.5 | -4.5 | -1.1 | -0.2 | 1.0 | x | -1.0 | 15.5 | 3.0
O/N=C1\CCCc2nnc3c(c21)CCCC3 | -6.0 | 9.5 | -1.0 | -10.7 | 0.3 | 2.4 | -7.1 | 0.1 | -9.5 | -7.0
CCOC(=O)C1CCN(C(=O)c2ccc3c(=O)n4c(nc3c2)CCCCC4)CC1 | -0.4 | 5.4 | -10.4 | -21.1 | -0.5 | -0.6 | 8.6 | x | -5.4 | -8.9
Clc1nc2c(-c3ccccc3)nnn2c2ccccc12 | -12.7 | x | -43.4 | -7.1 | -1.6 | 10.5 | -57.3 | 1.9 | x | -17.4
COc1ccc(/C=N/NC(=O)c2ccccc2OC)cc1COc1ccccc1[N+](=O)[O-] | -13.7 | -13.1 | 5.1 | -0.8 | -4.8 | 0.5 | -17.7 | -1.9 | 13.1 | 3.4
O=C1CSC(c2ccccn2)N1c1ccc(C(F)(F)F)cc1 (stereo unspecified) | 4.8 | x | -4.5 | 10.3 | -3.4 | -3.2 | x | -7.5 | x | x
CC(c1ccccn1)N(C)C(=O)c1ccc2nc(Cc3cccc(Cl)c3)oc2c1 (stereo unspecified) | 29.0 | 0.8 | -11.5 | -17.5 | -3.0 | -0.7 | 28.1 | -1.7 | -0.8 | 2.0
(listing goes on)
SMILES | PfHsp90 yeast 2 | SR-BI uptake up | dFosB activator | PvdQ acylase | CAL PDZ FP-1 | NSD2 inh | MITF TRPM1 HTS | CAL PDZ FP-2 | SR-BI HDL uptake | Rtt109 HAT inh
CCCCN(CCCC)C(=S)NC(=O)c1ccccc1Cl | 2.0 | 12.4 | -6.9 | -8.3 | -2.8 | -3.5 | -5.7 | -5.7 | -12.4 | 8.5
C[C@H]1CN([C@@H](C)CO)C(=O)c2cccc(NC(=O)Nc3ccc(C(F)(F)F)cc3)c2O[C@@H]1CN(C)S(=O)(=O)c1ccc(Cl)cc1 | 10.3 | -7.9 | 13.0 | -14.6 | -0.7 | x | -7.0 | -3.1 | 7.9 | 4.2
Cc1c(Br)c(C(F)(F)F)nn1CC(=O)NCc1ccco1 | -2.5 | 5.3 | -2.0 | -3.3 | -0.5 | 1.6 | 4.7 | -0.5 | -5.3 | 4.4
Cc1c(C(=O)NCCCN2CCCCC2)oc2ccc3c(c12)C(O)CC1(CCCCC1)O3 (stereo unspecified) | 32.5 | 27.1 | -6.8 | -4.3 | -1.1 | 9.7 | -9.3 | 3.9 | -27.1 | 3.0
O=C(OCc1cc2ccccc2[nH]c1=O)C1CCCO1 (stereo unspecified) | 14.0 | 0.5 | 2.0 | -1.9 | -0.7 | -0.8 | -5.0 | 2.8 | -0.5 | 3.2
CC[C@@H]1C/C=C\Cc2ccccc2[C@@H](C(=O)C[C@@H](O)CC(C)=O)OC1=O | 3.9 | -8.7 | 1.8 | -10.5 | -0.6 | x | -0.8 | -3.6 | 8.7 | 8.9
CN1CCN(c2ccc(NC(=O)c3ccc(Cl)cc3Cl)cc2)CC1 | -10.1 | -3.0 | 2.3 | 19.8 | -0.4 | 0.2 | x | -8.0 | 3.0 | 1.7
Cc1cc(C)cc(N(C(=O)c2snc(C(N)=O)c2N)C(C(=O)NCC2CCCO2)c2ccc(C)o2)c1 (stereo unspecified) | 32.2 | -5.3 | -22.2 | -14.5 | -1.9 | -8.0 | -16.6 | -3.1 | 5.3 | 8.7
CC1Cc2ccccc2N1S(=O)(=O)c1cccs1 (stereo unspecified) | -9.4 | 0.9 | 4.1 | -8.3 | -2.3 | -0.7 | -20.2 | 0.7 | -0.9 | -6.7
Cc1cc(NCCO)nc(N2CCOCC2)n1 | 14.8 | 18.4 | 1.7 | -12.2 | -0.9 | -0.1 | x | x | -18.4 | -5.6
O=C(COC(=O)c1c2c(nc3ccccc13)CCCC2)c1ccc(Br)s1 | 29.7 | -49.4 | -15.0 | -12.0 | -5.0 | 3.7 | -7.1 | 3.1 | 49.4 | 6.9
O=C1c2cccc3c(N4CCCCC4)ccc(c23)C(=O)N1c1ccc(O)cc1 | 21.5 | -1.3 | -8.5 | -10.1 | -0.7 | -2.6 | 13.8 | -4.4 | 1.3 | -1.7
CC(=O)Nc1ccc2nc(NC(=O)COc3ccc(C)cc3)sc2c1 | x | -33.6 | 19.3* | 2.5 | -3.3 | -7.2 | 28.4 | 3.4 | 33.6 | 3.3
O=C(CNc1cccc(C(F)(F)F)c1)N/N=C/C1CCCCC1 | -2.3 | 1.7 | -7.3 | -9.6 | -0.9 | 3.2 | 11.2 | 4.2 | -1.7 | 19.2
O=C(c1cc(-c2cccc(O)c2)on1)N1CCCCCC1 | -1.3 | -4.7 | -6.8 | -8.7 | -3.4 | -7.1 | 93.3* | -7.6 | 4.7 | -5.5
O=C1/C(=C/c2ccc(O)cc2)COc2ccccc21 | 4.0 | 21.5 | -6.1 | 2.9 | -0.7 | 0.9 | 35.8 | -5.2 | -21.5 | -0.6
COc1ccccc1C(=O)NNC(=O)C(=O)Nc1ccc(C)c(Cl)c1 | -29.7 | 14.2 | -5.1 | 1.0 | -0.8 | 0.3 | 8.3 | -0.3 | -14.2 | -8.6
NC(=S)N/N=C\c1c(OCc2ccccc2Cl)ccc2ccccc12 | -17.3 | -59.8 | -1.6 | 2.3 | -0.5 | -1.1 | -42.8 | x | 59.8 | 1.2
CN(C)/C=C1/C=C(C=O)OC1=O | -16.7 | -11.5 | 4.2 | -6.4 | 0.1 | -1.3 | x | -1.4 | 11.5 | 4.4
CC(=O)N1CCc2cc(NS(=O)(=O)c3cccs3)ccc21 | -1.3 | -12.2 | -5.4 | 11.1 | -0.1 | 1.1 | 21.5 | -2.9 | 12.2 | 18.5
O=C(Nc1nccs1)c1ccc(N2CCOCC2)c([N+](=O)[O-])c1 | 14.6 | -25.6 | -5.3 | -3.2 | -2.3 | 3.0 | 63.8 | -3.6 | 25.6 | -7.0
O=C(Cn1c(=O)cnc2ccccc21)N1CCN(S(=O)(=O)c2ccc(F)cc2)CC1 | -16.1 | -2.2 | -6.4 | -15.5 | -0.2 | -5.1 | 1.1 | -1.2 | 2.2 | -5.1
Cc1cc([N+](=O)[O-])ccc1NC(=O)C1CCCO1 (stereo unspecified) | -15.6 | 18.9 | 0.6 | 0.3 | 1.0 | -0.6 | -1.7 | 2.5 | -18.9 | 0.1
Cc1ccc(C(C(=O)NCc2ccccc2)N(C(=O)c2csnn2)C2CC2)cc1 (stereo unspecified) | 26.7 | 5.1 | -1.6 | -11.3 | -2.7 | -7.2 | -10.3 | -2.7 | -5.1 | 15.2

Entries of single compounds, looked up by structure. Screens in order: PfHsp90 yeast 2 | SR-BI uptake up | dFosB activator | PvdQ acylase | CAL PDZ FP-1 | NSD2 inh | MITF TRPM1 HTS | CAL PDZ FP-2 | SR-BI HDL uptake | Rtt109 HAT inh
`CC(=O)N1CCc2cc(NS(=O)(=O)c3cccs3)ccc21` in the list: -1.3 | -12.2 | -5.4 | 11.1 | -0.1 | 1.1 | 21.5 | -2.9 | 12.2 | 18.5
`CCCCN(CCCC)C(=S)NC(=O)c1ccccc1Cl` in the list: 2.0 | 12.4 | -6.9 | -8.3 | -2.8 | -3.5 | -5.7 | -5.7 | -12.4 | 8.5
